# Lipid droplet = modulators of hepatic lipid droplet formation; AML12 mouse hepatocytes, oleate lipid droplets, BODIPY imaging; AID 1656; inhibition, % at 6.5 µM; hit rate 0.4% among 240,000;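 active = lipid droplet intensity inhibited by at least 50%, with more than 500 cells counted; inconclusive = wells with under 300 cells, treated as cytotoxic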
#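 Material – AML12 mouse liver cells · Also added – oleate loading, 100 µM · Compound dosing – 6.5 µM single-point dosing · Times – overnight treatment with compound plus oleate · Measured by – fluorescence imaging, 20x objective, two fields per well · Read-out – percent inhibition of filter-corrected integrated lipid droplet intensity per well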
# Ins promoter up = MIN6 insulin promoter up-regulation; MIN6 insulin promoter-GFP reporter, high-content imaging; active compounds read high; z-score at 5 µM; hit rate 0.3% among 190,000; AID 1625;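 active = z-score above 3 at 5 µM with at least 500 cells counted in the well; inconclusive = wells under 500 cells, flagged as cytotoxic or low count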
# MT stabilize HCS = microtubule stabilizers in HeLa cells; % tubulin-high responders, % at 10 µM; HeLa tubulin immunostaining HCS, 24 h; share of cells brighter than vehicle mean+2SD; hit rate 0.83% among 200,000; AID 2205;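 active = plate Z-score above 3 for both tubulin-high and condensed-nucleus cell shares, with cell loss under 80%, at 10 µM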;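 also: anti alpha tubulin signal scored within the nucleus-defined area of each cell; some results filed as inactive read as strong as hits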
# Yfh1-off respiration = enhancers of respiration in Yfh1-depleted yeast, dose response, Friedreich's ataxia, plus single-dose screen (AID 1465). fold induction at 50 µM; hits with a dose series show EC50 in µM. hit rate 0.074% among 220,000. S. cerevisiae Yfh1-off respiration, WST-1 reduction, 72 h; higher fold induction means a stronger effect;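 active = fold induction of absorbance versus untreated yeast above a set limit, then at least 30% activation at any dose in follow-up; inconclusive = repeats straddling the limit, or above it without dose testing; inactive = fold induction below the set limit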;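 also: activators that raise dye reduction in frataxin-depleted yeast; strong numbers were not always called active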
# M1AAP inhibition = P. falciparum M1AAP inhibitors, biochemical, fluorogenic H-Leu-NHMec substrate, 1536-well (AID 1445); recombinant M1AAP, H-Leu-NHMec fluorogenic kinetic assay; higher % means a stronger effect; inhibition, % at 30 µM, or IC50 in µM where a hit was titrated; hit rate 0.42% among 220,000;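 active = primary inhibition above the hit cutoff, then over 50% inhibition at one or more dose response concentrations, cut at about 23% in these data, passing the limit was not always enough; inconclusive = conflicting primary data, or primary hits not chosen for dose response; inactive = low primary inhibition, or under 50% at every dose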;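 also: plate controls were DMSO full reaction for no effect and no enzyme background for full effect; strong numbers were not always called active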
# M17LAP inhibition = P. falciparum M17LAP inhibitors, primary screen, biochemical, fluorogenic H-Leu-NHMec substrate, 1536-well (AID 1619). recombinant M17LAP, H-Leu-NHMec fluorogenic kinetic assay; higher % means a stronger effect. one-dose inhibition, % at 30 µM; IC50 in µM for titrated hits. hit rate 0.38% among 220,000;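 active = compound inhibiting the enzyme by more than half at any dose during confirmatory dose-response retesting; inconclusive = strong single-dose inhibitors picked by rank but not retested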;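 also: plate controls were full reaction with DMSO carrier for no effect and no enzyme background for full effect; strong numbers were not always called active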
# Autophagy HCS = alters autophagy in cells; MEF GFP-LC3 puncta imaging; test concentration mostly 10 µM; calls only at 10 µM (by protocol); hit rate 0.98% among 190,000; AID 463193;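 active = percentage of spot-positive cells more than 3 SD above its plate mean, without a fluorescence outlier flag or 80% toxicity; inconclusive = no clear call, values can overlap the other calls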;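 also: spot-positive cell cutoff set from DMSO-treated cells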
# CSM14.1 death rescue = rescue of cells from ER stress-induced death, primary screen, 384-well, CSM14.1, thapsigargin, ATP luminescence (AID 1222) | CSM14.1 thapsigargin-induced death rescue, ATP luminescence; higher % means a stronger effect | one-dose cellular ATP content (survival), % at 20 µM; EC50 in µM for titrated hits | 190,000 tested, under 10 active;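 active = EC50 below 50 µM in the dose-response confirmation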;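 also: death triggered by thapsigargin at about 15 µM added after 2 h compound pretreatment; cell ATP read after overnight thapsigargin exposure of roughly 18 to 22 hours; normalized against plate controls of thapsigargin alone and 5% DMSO vehicle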
# Dynein cargo inh = dynein cargo transport inhibition; 3617.4 mouse cells, GR-EGFP nuclear translocation imaging; test concentration mostly 20 µM; stimulated with dexamethasone, 1 µM; active compounds read low; z-score, hits read low; hit rate 0.47% among 220,000;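 active = plate z-score of nuclear minus cytoplasmic receptor signal below a set negative limit, without overly bright fluorescence or cell loss, cut at about -3.5 in these data, passing the limit was not always enough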;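 also: z-score of nuclear minus cytoplasmic ring GR-EGFP intensity difference per well; some compounds called inactive have numbers as strong as hits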
#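 Buffer or medium: Induction medium lacking tetracycline, stripped serum | Also added: Dexamethasone agonist, 1.0 µM final, for 30 min | Timing: 48 h induction, 1 h compound, 30 min dex at 37 °C | Detection: Formaldehyde fixation, Hoechst nuclear stain, 10x automated fluorescence imaging | Measure: Nuclear versus cytoplasmic GR-EGFP signal, averaged per well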
# Dynein cargo inh cytoplasmic EGFP = also measured in Dynein cargo inh; calls as there; z-score; measured here: cytoplasmic GR-EGFP intensity; active compounds read high
# Dynein cargo inh nuclear GR-EGFP = second read-out of Dynein cargo inh, no call of its own (marks repeat the call); z-score; measured here: nuclear GR-EGFP intensity;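 lower value marks the stronger effect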
# Dynein cargo inh cell count = further read-out of Dynein cargo inh, marked with its call; z-score; measured here: cell count per field
# Ins promoter up cell count = also measured in Ins promoter up; calls as there; cell count; measured here: cytotoxicity, nuclei count;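 total cells summed across four imaged fields per well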
# Lipid droplet cells 6.5 µM = recorded beside Lipid droplet, whose call it bears; cell count; measured here: cell count, cytotoxicity flag;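 cells counted across two imaged fields per well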
# MT stabilize HCS Hoechst-high % = further read-out of MT stabilize HCS, marked with its call; % Hoechst-high responders; measured here: nuclear condensation Hoechst responders;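 share of cells brighter than vehicle mean plus two SD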
# MT stabilize HCS cytotoxicity % = also measured in MT stabilize HCS; calls as there; toxicity, %; measured here: cytotoxicity by cell density;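 0% = mean cell density of plate MIN control wells and 100% = no cells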
# Autophagy HCS cell loss 18 h = recorded beside Autophagy HCS, whose call it bears; toxicity, %; measured here: cell loss, nuclei count;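 cell loss after 18 h compound exposure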
# An asterisk follows results filed as active; i = inactive; ? = inconclusive; . = not tested or not shown.
# Fields – Lipid droplet	Lipid droplet cells 6.5 µM	Ins promoter up	Ins promoter up cell count	MT stabilize HCS	MT stabilize HCS Hoechst-high %	MT stabilize HCS cytotoxicity %	Yfh1-off respiration	M1AAP inhibition	M17LAP inhibition	Autophagy HCS	Autophagy HCS cell loss 18 h	CSM14.1 death rescue	Dynein cargo inh	Dynein cargo inh cytoplasmic EGFP	Dynein cargo inh nuclear GR-EGFP	Dynein cargo inh cell count
(1) COC(=O)C1C(O)C(C)C(O)C(C)/C=C\C=C(/C)C(=O)Nc2c(C)c(OC(C)=O)c3c(c2O)C(=O)C(C)=C2OCOC(=C23)/C(C)=C/C(C)(O)C(O)C(C)C1O (stereo not drawn)
→ 5	710	-0.26	1451	.	.	.	i	13%	15%	.	.	.	1.5	-0.27	0.66	-0.79
(2) CC(=NCCN1CCCCC1)c1c(O)n(Cc2ccccc2)c(=O)[nH]c1=O
→ .	.	0.38	1154	1.9	1.4	4.5	i	11%	9%	i	22	-1.6%	-0.083	-0.18	-0.21	0.073
(3) Cc1cccc(NC(=S)N2CC3CC(C2)c2cccc(=O)n2C3)c1C (stereo not drawn)
→ -7	610	0.07	1524	2.0	4.8	10	i	1%	9%	i	-16	1.7%	0.71	-0.27	0.53	-0.064
(4) COc1ccc(N2C(=O)NC(=O)/C(=C\c3ccccc3[N+](=O)[O-])C2=O)cc1
→ -2	714	0.34	1508	1.5	1.2	3.2	i	-3%	6%	i	-2	-1.1%	0.12	-0.18	0.11	-0.044
(5) CN1C(=O)C(=Cc2ccccc2Oc2ccc(Cl)cc2)C(=O)N(C)C1=O
→ -10	663	0.61	1808	2.9	1.5	4.7	i	16%	27%	i	-21	0.6%	-1.2	-0.15	-0.14	0.089
(6) CC1CN(c2ccc([N+](=O)[O-])c3cccnc23)CC(C)N1 (stereo not drawn)
→ .	.	-1.1	1331	1.9	1.6	5.4	i	16%	12%	i	11	-1.2%	0.26	-0.11	-0.2	-1.1
(7) N#Cc1cc(F)c(N2CCNCC2)cc1Cl
→ 9	803	0.39	1184	1.7	0.8	5.5	i	2%	7%	i	-5	7.1%	-0.32	0.39	0.097	0.26
(8) c1ccc(Cn2ccnc2)cc1
→ -5	683	.	.	3.1	2.8	9.0	i	11%	-1%	i	-3	-2.6%	-1.3	-0.28	-0.076	0.88
(9) O=C(c1ccccc1)N1CCC2(CC1)OCCO2
→ 0	713	0.81	1343	.	.	.	i	2%	-1%	.	.	.	-0.051	-0.27	-0.14	0.38
(10) CCS(=O)(=O)NCc1nnc2n1-c1ccc(Cl)cc1C(c1ccccc1)=NC2
→ -2	525	-0.04	1343	4.3	2.2	1.7	i	0%	-19%	i	-3	1.1%	0.25	-0.25	-0.34	-0.27
(11) O=C(COC(=O)Cc1ccccc1)NC12CC3CC(CC(C3)C1)C2
→ .	.	-0.48	1665	3.1	1.3	2.2	i	0%	5%	i	-9	4.2%	-0.9	-0.18	-0.72	0.39
(12) CNP(=O)(Oc1ccccc1)OC12CC3CC(CC(C3)C1)C2 (stereo not drawn)
→ -21	700	-0.4	1470	5.2	1.8	9.5	i	3%	-9%	i	21	5.6%	0.95	-0.26	0.76	-0.36
(13) CC1(C)CC(=O)C=C(NCCN2CCN(C(=O)Cc3ccc(Cl)cc3)CC2)C1
→ .	.	-0.42	1136	4.3	2.5	5.3	i	8%	9%	i	-11	0.2%	0.27	-0.098	0.61	0.89
(14) CC1(C)C[C@H]2C=C(C=O)[C@]3(C=O)C[C@]3(C)[C@H]2C1
→ ?	.	?	.	3.7	2.6	1.4	i	12%	1%	i	16	-5.7%	-5.1	5.3	-0.82	-0.97
(15) COc1ccc(/C=C2/C(=O)NC(=S)N(C3CC3)C2=O)cc1CN1C(=O)c2ccccc2C1=O
→ 0	709	-0.98	1466	3.7	3.7	8.3	i	16%	21%	i	-8	-0.7%	-3.6*	0.022*	-1.2*	0.53*
(16) CC1(C)C(c2ccccc2)=NC(c2cccnc2)N1O (stereo not drawn)
→ 0	803	1.2	1131	1.2	1.2	7.2	i	6%	3%	i	-6	0.0%	-0.8	0.0021	-0.093	1.2
(17) CCC1(CC)C(=O)N(Cc2ccccc2)C(=O)N(Cc2ccccc2)C1=O
→ 0	726	0.9	964	1.1	1.3	12	i	-1%	5%	i	-8	-1.2%	-0.66	-0.34	-0.34	0.46
(18) CC(O)(CS(=O)(=O)c1ccccc1)C(=O)Nc1ccc(C(F)(F)F)cc1 (stereo not drawn)
→ .	.	.	.	1.4	1.8	7.7	i	-1%	-4%	i	1	-1.2%	0.24	-0.25	-0.42	0.27
(19) CC(C)[C@@]1(NC(=O)[C@@H]2C[C@@H]3c4cccc5[nH]cc(c45)C[C@H]3N(C)C2)O[C@@]2(O)[C@@H]3CCCN3C(=O)[C@H](Cc3ccccc3)N2C1=O
→ -25	661	.	.	3.2	3.7	12	i	8%	-8%	i	-1	0.6%	0.12	-0.23	0.26	1.2
(20) Cc1oc(-c2ccccc2)nc1CN1C(=O)CN=C(c2ccccc2)c2ccccc21
→ -2	751	-0.62	1132	3.4	1.6	8.2	.	-3%	11%	i	26	1.8%	0.44	-0.27	1	-0.18

# Other entries follow.
# Fields – Lipid droplet	Lipid droplet cells 6.5 µM	Ins promoter up	Ins promoter up cell count	MT stabilize HCS	MT stabilize HCS Hoechst-high %	MT stabilize HCS cytotoxicity %	Yfh1-off respiration	M1AAP inhibition	M17LAP inhibition	Autophagy HCS	Autophagy HCS cell loss 18 h	CSM14.1 death rescue	Dynein cargo inh	Dynein cargo inh cytoplasmic EGFP	Dynein cargo inh nuclear GR-EGFP	Dynein cargo inh cell count
(21) CC1=CC2/C=C(\C)CCC(O)C(O)/C=C/C(=O)C23C(=O)NC(CC(C)C)C3C1C (stereo not drawn)
→ -10	562	-2.5	550	34	1.1	49	i	8%	-2%	i	13	-4.6%	0.086	8.3	1.4	-3.8
(22) COc1ccc(CCn2c(O)c(C=Nc3ccc(F)cc3)c(=O)[nH]c2=O)cc1OC
→ 4	708	-0.35	1409	.	.	.	i	1%	-2%	.	.	.	-0.81	-0.18	-0.43	0.41
(23) CC(=O)OC(C)(C)/C=C/C(=O)[C@](C)(O)[C@H]1[C@H](O)C[C@@]2(C)[C@@H]3CC=C4[C@H](C[C@H](O)C(=O)C4(C)C)[C@]3(C)C(=O)C[C@]12C
→ 137*	573*	-4.3	629	40*	40*	22*	i	4%	-3%	.	.	2.6%	-3.7*	2.7*	-1.1*	0.17*
(24) COc1ccc2c(c1)c(C(=O)CN1CCC3(CC1)OCCO3)c(C)n2Cc1ccccc1
→ .	.	-0.55	982	9.8	4.4	0.9	i	-1%	-10%	i	-7	-0.6%	-0.054	-0.27	0.077	0.63
(25) CCOC(=O)Cc1csc(NC(=O)c2c(O)c3ccccc3n(CCC(C)C)c2=O)n1
→ 0	719	-0.18	1244	3.6	0.9	2.3	i	4%	11%	i	9	4.0%	0.22	-0.26	0.054	-0.33
(26) CCC(C)N1C(=O)/C(=C/c2ccc3c(c2)CCN3CCCCl)C(=O)NC1=S (stereo not drawn)
→ 7	641	0.56	1458	2.4	3.1	3.7	i	20%	35%	i	4	-0.9%	-1.2	0.43	-0.11	-0.95
(27) CCn1c(C)cc(/C=C2\C(=O)NC(=O)N(c3ccccc3C)C2=O)c1C
→ -2	666	0.88	1552	1.7	1.0	3.1	i	12%	21%	i	-14	0.2%	-1.1	-0.37	-0.54	0.82
(28) CN1CCN(c2ccc(C(F)(F)F)cc2N)CC1
→ -4	681	0.06	1312	2.5	2.5	1.0	i	2%	-3%	i	30	1.8%	-0.47	-0.24	-0.13	0.068
(29) CN(C)CC1CSCCC1(O)c1cccc(Cl)c1 (stereo not drawn)
→ -6	685	.	.	3.2	2.7	4.2	.	2%	5%	i	-7	-1.3%	-0.47	-0.27	-0.59	0.69
(30) Cc1ccc(OCC(=O)N2CCN(C)CC2)c(Br)c1
→ -19	843	-0.02	1209	5.5	2.0	7.6	i	3%	-16%	i	-6	-0.8%	2.9	-0.042	1.2	-2.2
(31) CC(=O)O[C@]1(c2ccccc2)CCN(C)[C@H]2CCCC[C@@H]21
→ 2	741	.	.	3.2	2.6	6.9	i	-3%	11%	i	-2	-3.7%	1.5	-0.18	0.63	-0.37
(32) CCC(C)c1ccc(N2C(=O)NC(=O)/C(=C/c3cccn3CCOc3ccc(C)cc3)C2=O)cc1 (stereo not drawn)
→ 10	621	0.66	1523	4.8	1.8	4.2	i	2%	4%	i	11	4.8%	0.6	-0.19	0.11	-0.32
(33) CC(C)Cc1nnc(NC(=O)CCC(=O)N2CCC3(CC2)OCCO3)s1
→ 2	754	0.12	1141	.	.	.	i	-1%	7%	.	.	.	0.47	-0.1	0.84	-2.2
(34) CC(C(=O)c1c[nH]c2ccccc12)N1CCOCC1 (stereo not drawn)
→ 0	668	-0.23	1146	.	.	.	i	5%	5%	.	.	.	-1.1	-0.048	-0.19	1
(35) NCCc1ccc(O)cc1
→ -3	675	1.7	1135	2.9	1.2	1.1	i	9%	1%	i	0	.	-0.07	0.085	0.21	1.5

# Source: PubChem BioAssay (several laboratories)

# A portion of the library; the hit share may differ from the screen's.
